NTR1 agonist – agonists of NTR1, primary screen, imaging, U2OS cells, beta-arrestin-GFP, high content (AID 493036). P30989. NTR1-U2OS beta-arrestin-GFP spot imaging, agonist mode. activation, % at 20 µM. 0.17% of 330,000 active;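 active means activation at or above 40% of the spot to cytoplasm intensity ratio, with at least 20 cells analyzed; inconclusive means wells under 20 cells, flagged as cytotoxic or low count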;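 further: 0% = DMSO without peptide and 100% = 100 nM NTR1 peptide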
Target sequence (P30989 whole entry, looked up): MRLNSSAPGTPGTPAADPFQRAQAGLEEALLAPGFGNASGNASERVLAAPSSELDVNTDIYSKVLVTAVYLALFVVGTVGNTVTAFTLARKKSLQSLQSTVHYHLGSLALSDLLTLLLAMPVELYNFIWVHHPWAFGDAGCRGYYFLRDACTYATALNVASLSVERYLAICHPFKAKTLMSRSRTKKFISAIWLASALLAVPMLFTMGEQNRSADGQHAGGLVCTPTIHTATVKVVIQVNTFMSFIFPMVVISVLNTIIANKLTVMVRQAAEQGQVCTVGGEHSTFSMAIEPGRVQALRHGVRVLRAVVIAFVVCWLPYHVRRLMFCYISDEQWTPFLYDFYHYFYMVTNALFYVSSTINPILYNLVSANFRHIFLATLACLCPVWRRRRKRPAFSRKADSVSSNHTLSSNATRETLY
RSV CPE inhibition – inhibition of RSV-induced cytopathic effect – HEp-2 cells, primary 10 µM value included (AID 2391); 0.13% of 310,000 active; HEp-2 cells, RSV-induced CPE inhibition; higher % means a stronger effect; one-dose CPE inhibition, % at 10 µM; IC50 in µM for titrated hits; in the data active means a potency from the dose series; inconclusive means CPE inhibition mostly from about 23% at the one dose, without a potency; inactive means the rest, 99 in 100 with CPE inhibition below about 21%; further: strong numbers were not always called active
Autophagy mod – modulators of autophagy. MEF GFP-LC3 puncta imaging; test concentration mostly 10 µM. calls only at 10 µM (by protocol). AID 463193. 0.98% of 190,000 active;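 active means percentage of spot-positive cells more than 3 SD above its plate mean, without a fluorescence outlier flag or 80% toxicity; inconclusive means no clear call, values can overlap the other calls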;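 further: spot-positive cell cutoff set from DMSO-treated cells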
AID2073 – disruptors of CaV2.2 binding to Mint1 – biochemical, HTRF (AID 2073); one-dose inhibition, % at 20 µM; IC50 in µM for titrated hits; 0.19% of 290,000 active; HTRF protein-protein interaction, Mint1-CaV2.2; higher % means a stronger effect; in the data active means inhibition mostly above about 51%, no sharp cut-off; inconclusive means no clear call, values can overlap the other calls; inactive means mostly below about 53%; further: some results filed as inactive read as strong as hits
Dengue-2 NS5 capping – flavivirus cap methylation enzyme inhibition – biochemical, confirmation dose response, primary screen (AID 588689). one-dose inhibition, % at 25 µM; IC50 in µM for titrated hits. 0.3% of 340,000 active. Dengue-2 NS5 methyltransferase capping enzyme assay, biochemical; higher % means a stronger effect; in the data active means a potency from the dose series; inconclusive means inhibition above about 29% without an active follow-up result
GPR35 antagonists – inhibition of zaprinast-stimulated GPR35 beta-arrestin translocation – imaging, U2OS, beta-arrestin-GFP, zaprinast agonist, primary screen (AID 2058); U2OS GPR35 beta-arrestin-GFP translocation imaging, zaprinast antagonism; higher % means a stronger effect; inhibition, % at 10 µM; hits with a dose series show IC50 in µM; 0.052% of 290,000 active;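 active means inhibition of at least 50% with at least 30 cells and total cytoplasm GFP at most 10,000,000; inconclusive means under 30 cells or total GFP of 10,000,000 plus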
LYP phosphatase – PTPN22 lymphoid phosphatase activity blockers – biochemical, fluorescence intensity, uHTS (AID 1779); inhibition, % at 11.5 µM; hits with a dose series show IC50 in µM; recombinant LYP phosphatase, fluorescence intensity; higher % means a stronger effect; 0.054% of 290,000 active; in the data active means inhibition above about 50%;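 further: plate controls were vehicle with enzyme for no effect and no enzyme for full effect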
UTI89 phage lysis – protection from phage-mediated lysis, alamar blue read-out – E. coli UTI89, K1F phage, bacterial capsule biogenesis inhibitors (AID 488966) | E. coli UTI89 K1F phage lysis, alamar blue, 2 h; higher % means a stronger effect | inhibition, % at 100 µM; hits with a dose series show IC50 in µM | 0.02% of 340,000 active;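 active means phage lysis inhibition, versus mean bacterial control, above a set limit; inconclusive means no clear call, values can overlap the other calls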;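 further: capsule biogenesis inhibitors block K1F phage lysis so surviving cells raise fluorescence; higher fluorescence means more inhibition of phage lysis; actives were called in the ten point dose series up to 300 µM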
WT yeast gro inh – growth inhibition of WT yeast, mitochondrial fusion screen. AID 1362. inhibition, % at 10 µM. 2.1% of 190,000 active. mitochondrial fusion phenotypic screen, WT strain; in the data active means inhibition above about 58%; tested in S. cerevisiae
WT yeast gro inh mutant strain – second read-out of WT yeast gro inh, no call of its own (marks repeat the call); inhibition, %; mitochondrial fusion phenotypic screen, mutant strain inhibition
Autophagy mod cell loss 18 h – also measured in Autophagy mod; calls as there; toxicity, %; measured here: cell loss, nuclei count;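 cell loss after 18 h compound exposure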
NTR1 agonist cell count 20 µM – recorded beside NTR1 agonist, whose call it bears; cell count; measured here: cell count, cytotoxicity flag
Dengue-2 NS5 capping pilot replicate – further read-out of Dengue-2 NS5 capping, marked with its call; inhibition, %; measured here: pilot screen replicate inhibition
Starred values were filed as active, the others as inactive; i = inactive; ? = inconclusive; . = no result given; [ ] = another dose, or the depositor's remark. Compounds as they come. About 2.6% of those tested had a hit in this group.

SMILES | NTR1 agonist | NTR1 agonist cell count 20 µM | RSV CPE inhibition | Autophagy mod | Autophagy mod cell loss 18 h | AID2073 | Dengue-2 NS5 capping | GPR35 antagonists | LYP phosphatase | UTI89 phage lysis | WT yeast gro inh | WT yeast gro inh mutant strain | others
CC1(C)Cc2cccc(OCC(=O)Nc3cc(S(C)(=O)=O)ccc3Cl)c2O1 | 0.5 | 58 | 0.9% | . | . | . | 10% | . | . | 0.4%[50 µM] | . | .
CN(C)CCCNCC(=O)Nc1ccccc1N1CCOCC1 | -1.4 | 82 | 0.2% | i | 0 | 7% | 0% | -4% | -8% | -0.2% | 8 | -5
Cc1cc(OC(=O)c2ccco2)c(Sc2ccccc2[N+](=O)[O-])c(=O)o1 | -1.6 | 87 | . | i | -11 | -19% | 2% | -13% | -7% | -3.2% | -10 | 7
Cc1ccccc1S(=O)(=O)Cc1ccc(C(=O)N(C)C2CCCCC2)o1 | 0.8 | 56 | 0.5% | . | . | 7% | -1% | 1% | -10% | 1.4% | . | .
CC(=O)Nc1ccccc1-c1nnn(CC(=O)Nc2ccc3c(c2)OCCO3)n1 | 0.0 | 40 | 1.5% | i | -3 | 0% | -5% | -3% | -4% | -0.4% | -5 | -4
Cc1ccc(C)c(NC(=O)CCC(=O)N2CCOc3ccccc32)c1 | -0.6 | 86 | 0.6% | . | . | 3% | 0% | 17% | -9% | 0.6% | . | .
Cc1c(C(=O)O)cccc1-c1ccc(/C=C2\SC(=O)NC2=O)o1 | -1.2 | 53 | 3.5% | . | . | 26% | 4% | -12% | -8% | -2.3% | . | .
COc1cccc(-c2nnc(SCC(=O)Nc3ccc(S(N)(=O)=O)cc3)n2C)c1 | 2.8 | 83 | 1.5% | i | 4 | 4% | 5% | 6% | -8% | -1.9% | -7 | 2
Cc1ccc(-c2nn(-c3cccc(F)c3)cc2CN(Cc2nccn2C)C(C)C)o1 | 2.6 | 44 | -1.5% | i | 31 | 19% | -11% | -15% | -6% | 0.1% | 41 | 23
O=S1(=O)CCC(NC(=S)NC2CCS(=O)(=O)C2)C1 (stereo not given) | -1.6 | 84 | 0.3% | i | 8 | -4% | 1% | 6% | -2% | 3.6%[50 µM] | 5 | -3
O=c1cc(C(F)(F)F)nc(-c2ccccc2)[nH]1 | 0.3 | 61 | 2.2% | i | 15 | 10% | -1% | 5% | -8% | i | -4 | 1
COC(=O)c1ccc(NC(=O)CSc2nc3ccccc3c(=O)[nH]2)cc1 | -0.7 | 45 | 0.0% | i | 27 | 7% | 2% | 8% | -3% | 5.5% | -15 | -14
C=CCn1c(Cc2c(C)[nH]c3ccccc23)nnc1SCC(=O)NCc1ccc(F)cc1 | 1.0 | 51 | 3.0% | i | 4 | -7% | 10% | -2% | -4% | 0.1% | 6 | -9
COc1ccc(CN(C)S(=O)(=O)c2nnc(NC(=O)c3ccccc3OC)s2)cc1OC | 2.4 | 62 | 12% | . | . | 12% | 15% | 23% | -6% | 0.0% | . | .
CCN(CC)CCOC(=O)c1cccc2c1-c1ccccc1C2O (stereo not given) | 0.8 | 42 | 2.7% | . | . | 8% | -8% | -14% | -6% | 0.9% | . | .
O=C1C([N+](=O)[O-])=C(O)c2cccc3cccc1c23 | . | . | 1.1% | . | . | . | . | -20% | -3% | 2.5%[50 µM] | . | .
CC(=O)Nc1ccc(S(=O)(=O)N2CCN(C3CCCCCCC3)CC2)cc1 | 0.5 | 52 | 0.7% | i | 7 | -1% | -5% | 14% | -5% | 3.2% | -6 | -1
COC(=O)C(CCSC)NC(=O)c1cc2c(n(-c3ccccc3)c1=O)CCCC2=O (stereo not given) | 1.6 | 60 | 3.1% | i | 1 | 5% | 1% | 15% | -2% | 0.4% | -14 | -4
Cc1nnc2n(c1=O)N=C(c1ccc(Cl)cc1)CS2 | -1.3 | 58 | 7.4% | i | 4 | 43% | 9% | -11% | 0% | 1.1%[50 µM] | 0 | 11
COc1ccccc1NC(=O)COC(=O)c1c[nH]c2ccccc12 | 3.6 | 59 | 0.9% | . | . | . | -4% | . | . | 0.7%[50 µM] | . | .
Cn1c(N)c(C(=O)COC(=O)COc2ccc(C#N)cc2)c(=O)n(C)c1=O | 0.6 | 65 | 0.4% | . | . | -9% | -2% | -17% | 0% | 0.2% | . | .
Cc1n[nH]c(=O)c2c(NC(=O)COC(=O)c3ncc(Cl)c(Cl)c3Cl)oc(C)c12 | 0.7 | 63 | 1.0% | . | . | . | -4% | . | . | -0.9% | . | .
COC(=O)c1ccc(NC(C)C(=O)OC)c([N+](=O)[O-])c1 (stereo not given) | 0.8 | 73 | 0.6% | i | -8 | 0% | -6% | -14% | 0% | 1.7%[50 µM] | -3 | -3
Cc1ccc(N(C(=O)c2ccc(S(=O)(=O)N3CCCC3)cc2)C2C=CS(=O)(=O)C2)cc1 (stereo not given) | -0.1 | 45 | 1.7% | . | . | 9% | -6% | 5% | -7% | -0.1% | . | .
CC(C)Oc1ccccc1C1NC(=O)CCC1[N+](=O)[O-] (stereo not given) | -0.1 | 39 | -0.6% | . | . | 9% | -1% | -11% | -8% | 0.4% | . | .
CC1(C)C=C2C(=NN(c3ccccc3)C(N)=C2C#N)CO1 | 1.9 | 71 | 1.4% | . | . | -28% | 11% | 0% | -7% | 0.3% | . | .
O=C(CN1CCN(C(=O)c2cccs2)CC1)NC1CCCCC1 | -0.3 | 49 | 1.0% | i | -15 | 29% | -4% | 10% | -6% | 0.4% | -1 | -4
CC(C(=O)O)N1C(=O)C2C3c4ccccc4C(c4ccccc43)[C@@H]2C1=O (stereo not given in full) | 1.6 | 78 | 1.7% | . | . | 25% | -3% | 13% | -5% | -0.1% | . | .
NS(=O)(=O)c1ccc(NC(=O)COC(=O)c2cnc(Cl)c(Cl)c2)cc1 | 2.8 | 65 | 2.5% | . | . | -8% | -4% | 2% | -2% | -0.1% | . | .
CC1CC(C)CN(CC(O)COCc2ccccc2F)C1 (stereo not given) | 1.9 | 52 | -0.3% | . | . | 3% | -5% | -13% | -8% | 0.2% | . | .
Cc1ccc2cc(S(=O)(=O)NCCCN3CCOCC3)ccc2c1 | 0.5 | 44 | 1.1% | i | 15 | -7% | 1% | -6% | -9% | 0.7% | 11 | 17
COc1ccccc1C(=O)OCC(=O)NCCNC(=O)COC(=O)c1ccccc1OC | 0.2 | 66 | 0.9% | . | . | 1% | -3% | 8% | -14% | 2.1%[50 µM] | . | .
Cc1cccc(CCNC(=O)CCNS(=O)(=O)c2cc(Br)cnc2N)c1 | -0.2 | 66 | 0.7% | . | . | 0% | -5% | 7% | -10% | 0.2% | . | .
COc1ccccc1N1C(=O)c2ccccc2NC1c1cc(OC)c(OC)c(OC)c1 (stereo not given) | 2.3 | 50 | 1.1% | . | . | 34% | -3% | 2% | -8% | -0.1% | . | .
O=C(Nc1cc(C(F)(F)F)ccc1Cl)C(Sc1n[nH]c(=O)[nH]c1=O)c1ccccc1 (stereo not given) | 0.3 | 50 | ? | . | . | 6% | 6% | 0% | 0% | -0.1% | . | .
CC(C)c1ccc(NC(=O)COc2ccc(C3SCCS3)cc2)cc1 | 0.9 | 47 | 0.0% | . | . | 10% | -5% | 9% | -6% | -0.9% | . | .
Cc1ccccc1NC(=O)CCS(=O)(=O)c1ccc(Br)s1 | -0.4 | 62 | -0.1% | . | . | 1% | -12% | 3% | -6% | 0.3% | . | .
O=C(Cn1ncc2c3ccccc3n(Cc3ccccc3F)c2c1=O)NCCCN1CCCC1=O | 0.1 | 59 | 3.7% | . | . | 2% | 3% | -29% | 0% | 0.1% | . | .
Cc1cccc(N2CC34C=CC(O3)C(C(=O)O)C4C2=O)c1 (stereo not given) | -2.1 | 48 | 0.9% | i | 6 | -3% | 3% | 16% | -7% | 2.9% | -10 | -10
COc1cccc(C2c3[nH]c4ccccc4c3C[C@H]3C(=O)N(CCCCCO)CC(=O)N23)c1 (stereo not given in full) | -0.1 | 76 | 2.9% | . | . | 8% | -5% | 0% | -10% | -0.3% | . | .
CCN(C(=O)/C=C/c1cc(OC)c(OC)c(OC)c1)C1CCCCC1 | 4.1 | 53 | 2.9% | . | . | 4% | -5% | -15% | -4% | -0.1% | . | .
CS(=O)(=O)N(CC(=O)NCCSCc1cccc(Cl)c1)c1ccc(F)cc1 | 0.2 | 53 | -0.1% | . | . | 4% | 0% | -12% | -8% | -0.8% | . | .
CCOc1ccccc1OCC(=O)NC1CCCCC1 | -0.1 | 113 | 1.2% | i | 2 | -6% | 5% | -6% | 0% | 0.1% | -9 | -12
Cc1cc(Cl)c2oc(C(=O)N(C)Cc3ccon3)c(C)c2c1 | -0.9 | 56 | 7.8% | . | . | 0% | -4% | -5% | 0% | 0.6% | . | .
CCN(CC)c1ccc(CNc2ccc(Br)cn2)cc1 | 0.2 | 54 | 1.7% | i | 5 | -19% | -4% | 20% | 4% | 6.5% | 8 | 7
COc1cccc(C2C(C#N)=C(N)N(N(C)C)C3=C2C(=O)CCC3)c1OC (stereo not given) | -0.1 | 48 | 1.3% | . | . | 2% | 1% | -5% | -5% | -0.9%[50 µM] | . | .
OC1CCCN(c2c3c(nc4cc(-c5cccc(F)c5)nn24)CCCC3)C1 (stereo not given) | 4.8 | 74 | ? | i | 0 | -2% | -1% | -12% | -4% | 0.0% | 69* | 30*
CN(C)c1ccc(C(=O)c2ccc(O)cc2O)cc1 | 0.6 | 45 | 8.8% | i | 3 | 5% | . | -3% | 5% | 3.2% | 10 | -13
CCN(CC)CCCN1C(=O)c2oc3ccccc3c(=O)c2C1c1cccs1 (stereo not given) | . | . | 1.4% | i | 1 | 17% | . | 6% | 1% | . | -10 | 5
CCCCCCOc1cccc(N)c1 | 1.8 | 43 | -1.2% | i | 14 | 1% | 27% | 25% | 6% | 0.0% | -50 | -8 | Dengue-2 NS5 capping pilot replicate=1.5
O=C(COC(=O)c1ccco1)c1ccc(F)cc1 | 1.1 | 41 | 0.3% | . | . | 9% | -4% | 1% | -6% | 0.1% | . | .
CCOC(=O)[C@@H]1[C@H]2COc3cc(OC)ccc3[C@@H]2N2C(=O)N(c3ccc(C(F)(F)F)cc3)C(=O)[C@@]12C | 2.1 | 97 | 2.9% | . | . | -3% | -5% | -6% | 3% | 1.4% | . | .

High-throughput results deposited in PubChem BioAssay by several laboratories.
